Kir21 inh: inhibitors of mouse Kir2.1 inward-rectifier potassium channel. Inward rectifier potassium channel 2 (Mus musculus), P35561. HEK293-Kir2.1, FluxOR thallium flux fluorescence; active compounds read low. B-score at 10 µM. hit rate 0.85% among 310,000. AID 1672, 2009;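 active = fluorescence ratio B-score at or below minus 3 SD of library scores, with starting-brightness B-score within 2 SD, cut at about -4.2 in these data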;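 also: channel flux triggered by added potassium and thallium sulfate stimulus; B-score of peak minus minimum fluorescence over baseline after thallium stimulus; more negative B-score means stronger Kir2.1 block with less thallium influx; some compounds called inactive have numbers as strong as hits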
KCNQ2 inh: KCNQ2 potassium channel inhibitors, primary screen, cell-based, CHO-K1, FluxOR thallium flux, B-score (AID 2156); Potassium voltage-gated channel subfamily KQT member 2 (Rattus norvegicus), O88943; 20 min; active compounds read low; B-score at 10 µM; hit rate 1.1% among 310,000;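 active = fluorescence ratio B-score at most minus 3 library SDs, with starting brightness B-score within 2 library SDs, cut at about -5.5 in these data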
Target sequence (O88943 whole entry, looked up): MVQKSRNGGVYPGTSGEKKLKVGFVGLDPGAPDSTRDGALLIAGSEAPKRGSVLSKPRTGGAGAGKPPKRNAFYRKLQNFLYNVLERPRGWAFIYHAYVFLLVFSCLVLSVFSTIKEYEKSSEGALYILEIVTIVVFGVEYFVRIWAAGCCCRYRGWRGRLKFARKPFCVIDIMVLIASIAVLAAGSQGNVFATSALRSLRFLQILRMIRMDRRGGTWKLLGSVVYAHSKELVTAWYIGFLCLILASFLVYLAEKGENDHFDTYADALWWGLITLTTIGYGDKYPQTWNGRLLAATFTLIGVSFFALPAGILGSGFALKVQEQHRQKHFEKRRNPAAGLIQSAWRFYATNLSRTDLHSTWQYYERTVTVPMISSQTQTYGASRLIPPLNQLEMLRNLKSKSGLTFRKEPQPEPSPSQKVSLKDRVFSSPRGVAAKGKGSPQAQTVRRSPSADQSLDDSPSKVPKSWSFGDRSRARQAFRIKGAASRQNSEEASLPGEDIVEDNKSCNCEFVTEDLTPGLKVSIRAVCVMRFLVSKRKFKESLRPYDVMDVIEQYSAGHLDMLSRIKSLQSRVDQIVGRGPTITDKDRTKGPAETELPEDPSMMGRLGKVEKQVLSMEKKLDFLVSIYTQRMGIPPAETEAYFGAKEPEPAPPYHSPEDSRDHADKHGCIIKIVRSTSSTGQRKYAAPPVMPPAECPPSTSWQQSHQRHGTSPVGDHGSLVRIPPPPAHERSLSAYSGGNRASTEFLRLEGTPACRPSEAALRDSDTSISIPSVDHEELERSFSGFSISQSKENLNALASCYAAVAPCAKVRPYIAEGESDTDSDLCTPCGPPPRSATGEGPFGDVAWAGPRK
CHT inh: inhibitors of human choline transporter CHT; CHT-expressing cells, membrane potential dye, choline response; active compounds read low; B-score at 10 µM; hit rate 0.86% among 310,000; AID 488975, 2010;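 active = B-score over 3 SD under the library average, and starting fluorescence ratio not unusually high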;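 also: choline stimulus applied at its EC90 after an EC20 pre-addition; B-score computed on integrated fluorescence ratio after choline addition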
Active calls of the source: *; i = inactive; nt = no result given.

No. | Structure | Kir21 inh | KCNQ2 inh | CHT inh
1 | Cc1ccccc1C(=O)Nc1cccc(C(=O)Nc2ccccc2C(=O)O)c1 | -2.9 | i | i
2 | O=C(NC(=O)N1CCSCC1)c1c(Cl)cccc1Cl | -0.21 | i | i
3 | Cc1ccccc1NC(=O)/C(=C/c1ccco1)c1ccccc1 | 1.8 | i | i
4 | O=C(NCCc1ccccc1)C1CCC(=O)N(Cc2ccc(Cl)cc2)C1 (stereo unspecified) | -0.16 | i | i
5 | CC(C)(C)OC(=O)N1CCC(Cc2cc(-c3ccccc3)no2)(C(=O)O)CC1 | 1.2 | i | i
6 | COCC(C)n1c(C)cc(C(=O)CSc2ccc(NC(C)=O)cc2)c1C (stereo unspecified) | -0.92 | i | i
7 | COC(=O)c1c(NC(C)=O)sc(C(=O)Nc2ccccc2C)c1C | 2.8 | i | i
8 | CCN(Cc1ccccc1)S(=O)(=O)c1ccc(C(=O)N(CCCN(C)C)c2nc3c(F)cccc3s2)cc1 | 1.6 | i | i
9 | CC12CCC(C(=O)Nc3nc4ccccc4s3)(OC1=O)C2(C)C (stereo unspecified) | 0.21 | i | i
10 | CCOc1cc(NC(=S)NCC2CCCO2)c(OCC)cc1NC(=O)CC(C)C (stereo unspecified) | 0.92 | i | i
11 | O=C(Cc1ccc(Cl)cc1)NCc1nc(-c2ccccc2)no1 | 0.02 | i | i
12 | CC1CCCN(S(=O)(=O)c2ccc(S(=O)(=O)N3CCC4(CC3)OCCO4)cc2)C1 (stereo unspecified) | 0.53 | i | i
13 | C=C(C)c1cccc(C(C)(C)NC(=O)NCC2COCCO2)c1 (stereo unspecified) | 1.3 | i | i
14 | CCOC(=O)c1c(CSC(=N)N)n(-c2ccccc2)c2cc(Br)c(OC(C)=O)cc12 | -4.5* | i | i
15 | Cc1cc(C)cc(NC(=O)C2CCCN(c3ncccn3)C2)c1 (stereo unspecified) | -0.67 | i | i
16 | COc1ccc(NCc2ccccc2[N+](=O)[O-])cc1OC | 0.01 | i | i
17 | Cc1nc2ccccc2n1CC(=O)NC1CCCCCC1 | -2.2 | i | i
18 | O=C1CCc2cc(NS(=O)(=O)c3cc(F)ccc3F)cc3c2N1CC3 | -0.02 | i | i
19 | CNS(=O)(=O)c1ccc(NC(=O)c2cnn3c(C(F)F)cc(-c4ccccc4)nc23)cc1 | -0.22 | i | i
20 | O=C(c1ccccc1Cc1ccccc1)N1CCN(S(=O)(=O)c2ccccc2[N+](=O)[O-])CC1 | -0.6 | i | i
21 | CCOC(=O)CC1(NC(=O)C2CCC(=O)N(C3CC3)C2)CCCCC1 (stereo unspecified) | -1.8 | i | i
22 | O=C(O)CSc1ncnc2scc(-c3ccccc3)c12 | 1.1 | i | i
23 | CN(CCC#N)C(=O)COC(=O)c1ccc(Cl)cc1O | -0.17 | i | i
24 | O=C(O)c1ccccc1/C=N/Nc1ccc(S(=O)(=O)N2CCCC2)cc1[N+](=O)[O-] | -1.5 | i | i
25 | CC(Sc1nnc(C2CC2)n1N)C(=O)NC1CCCCC1C (stereo unspecified) | 0.69 | i | i
26 | O=C(c1ccc2[nH]c(=O)c(=O)[nH]c2c1)N1CCc2ccccc21 | -0.4 | i | i
27 | Cc1cccc(NC2=C(Cl)C(=O)OC2OC(=O)c2ccco2)c1 (stereo unspecified) | -0.35 | i | i
28 | COc1cc(S(=O)(=O)NC(Cc2c[nH]c3ccccc23)C(=O)O)ccc1NC(C)=O (stereo unspecified) | 0.26 | i | i
29 | Cc1cc(C)cc(OCC(=O)NN2C(=O)c3ccccc3C2=O)c1 | 0.82 | i | i
30 | Cc1ccc(CNC(=O)CSc2nc3ccsc3c(=O)n2Cc2ccc(C(=O)O)cc2)cc1 | -0.84 | i | i
31 | O=C(CCCN1C(=O)/C(=C/c2cccc(Br)c2)SC1=S)N1CCOCC1 | 0.75 | i | i
32 | COc1ccc(Cn2c(=O)cc(C)[nH]c2=S)cc1 | 0.76 | i | i
33 | O=C(NCc1ccccc1)/C(NC(=O)c1ccccc1)=C(/Sc1ccccn1)c1ccccc1 | -0.75 | i | i
34 | O=C(Nc1ccccc1)c1ccc(NCc2ccco2)c(S(=O)(=O)N2CCOCC2)c1 | -0.27 | i | i
35 | CN(C)c1nc(N(C)C)nc(N2CC(CCl)OC2=N)n1 (stereo unspecified) | 1.9 | i | i
36 | Cc1ccc(NC(=O)CSc2nsc(SCC(=O)Nc3ccc(C)cc3C)c2C#N)c(C)c1 | 0.85 | i | i
37 | O=C(N/N=C/c1cccnc1)c1cc(-c2cccs2)nc2ccccc12 | -0.47 | i | i
38 | CSc1ccccc1NC(=O)COC(=O)c1c[nH]c(=O)[nH]c1=O | -0.5 | i | i
39 | CCOc1cc(CNn2cnnc2SCC(=O)NC(C)(C)C)ccc1OCC(=O)NC(C)(C)C | 0.25 | i | i
40 | O=C(NCCCn1ccnc1)C(F)(F)C(F)(F)C(=O)NCCCn1ccnc1 | -0.55 | i | i
41 | COc1cc(S(=O)(=O)N2CCOCC2)c(OC)c(S(=O)(=O)N2CCOCC2)c1 | 0.04 | i | i
42 | CCOC(=O)N1CCN(C(=O)c2ccc3nc(N4CCC(C)CC4)sc3c2)CC1 | 0.76 | i | -7.2*
43 | COc1ccc(COc2cc(-c3cccc(OC)c3)nc3ccc(NC(=O)c4ccccc4)cc23)cc1 | -1.1 | i | i
44 | COCCn1c(SCC(=O)Nc2ncc(Cl)c(C)c2Cl)nc2ccccc21 | -1.2 | i | i
45 | CC1CCN(c2ccc(NC(=O)c3cccnc3Cl)cc2)CC1 | -0.72 | i | i
46 | O=C(Nc1nc2cc3c(cc2s1)OCO3)c1cccc(N2C(=O)CCC2=O)c1 | 0.63 | i | i
47 | CCNC(=O)COc1ccc(F)cc1C(=O)c1cnn(-c2ccccc2)c1 | 0.44 | i | i
48 | O=C1c2ccccc2NC(c2ccc3c(c2)OCO3)N1O (stereo unspecified) | -0.69 | i | i
49 | O=C(COC(=O)c1ccc[nH]c1=O)Nc1ccc(S(=O)(=O)N2CCCC2)cc1 | -1.6 | i | i
50 | Cc1ccsc1C(=O)N1CCc2ccccc2C1 | 0.81 | i | i
51 | COC(=O)c1c(N2C(=O)Nc3ccccc3N2O)sc(C)c1C | -0.05 | i | i
52 | COc1ccc(/C=N/NC(=O)c2nnn(-c3nonc3N)c2-c2cccc(OC)c2)cc1 | -1.1 | i | i
53 | CCN(CC)C(=O)C1CCC(CNS(=O)(=O)c2cccc3cccnc23)CC1 (stereo unspecified) | -0.67 | i | i
54 | CCCN1CCN(CCCNC(=O)CN2C(=O)c3cccnc3Oc3ccc(Cl)cc32)CC1 | -0.01 | i | i
55 | CN1C(=O)C(CC(=O)NC2CCCCC2)SC1=Nc1ccccc1 (stereo unspecified) | 0.32 | i | i
56 | O=C1CN(S(=O)(=O)c2cc(Cl)ccc2Cl)CCN1 | -0.23 | i | i
57 | CCCCn1c(N)c(N(CC(C)C)C(=O)C2CC(=O)N(c3ccc(CC)cc3)C2)c(=O)[nH]c1=O (stereo unspecified) | 1.3 | i | i
58 | O=C(Nc1ccc(-c2cnco2)cc1)c1ccccc1 | 0.14 | i | i
59 | Cc1cc(-c2ccccc2)n2ncnc2n1 | -0.73 | i | i
60 | COC(=O)C1=C(C(=O)c2ccccc2)C(c2ccccc2)n2nnnc2N1 (stereo unspecified) | -1.1 | i | i

Later entries:
No. | Structure | Kir21 inh | KCNQ2 inh | CHT inh
61 | Cc1cc2nn(-c3cccc4ccccc34)nc2cc1N | 0 | i | i
62 | Cc1cc(C)cc(NC2=NCC(=O)N2Cc2ccccc2)c1 | 0.91 | i | i
63 | O=C(O)CC(NC(=O)C12CC3CC(CC(C3)C1)C2)c1cccc(Cl)c1 (stereo unspecified) | -0.64 | i | i
64 | O=C(COC(=O)c1ccc2c(c1)S(=O)(=O)c1ccccc1C2=O)NC1CC1 | 1.6 | i | i
65 | CCOC(=O)c1c(CSc2ccc(C)cc2)n(C)c2cc(Br)c(O)c(CN(C)C)c12 | -1.6 | i | i
66 | CCN1C(=O)/C(=C2/Sc3ccccc3N2CC)S/C1=N\c1ncn[nH]1 | 0.17 | i | i
67 | Cc1ccn2cc(C34CC5CC(CC(C5)C3)C4)nc2c1 | -1.8 | i | i
68 | NC(=O)c1ccc2c(=O)n3c(-c4cccs4)csc3nc2c1 | 0.04 | i | i
69 | CCCCCC(=O)Cc1cc(O)cc2c1C(=O)Oc1cc(O)c(C(=O)O)c(CCCCC)c1O2 | 0.39 | i | i
70 | O=C(c1cc(-c2cccc(Cl)c2)on1)N1CCCC1 | 0.26 | i | i
71 | COc1cc(OC)c(OC)cc1/C=C1/Cc2ccccc2C1=O | -0.07 | i | i
72 | CCOc1ccc2nc(NC(=O)C34CC5CC(CC(NC(C)=O)(C5)C3)C4)sc2c1 | -0.67 | i | i
73 | CCc1ccc(OC(C)C(=O)Nc2ccccc2C(=O)N2CCOCC2)cc1 (stereo unspecified) | -0.01 | i | i
74 | O=C(CN1CCOCC1)Nc1ccc([N+](=O)[O-])cc1 | 0.95 | i | i
75 | COc1ccc(/C=N/n2cnnc2SCCO)cc1OC | -3.2 | i | i
76 | CCOCc1nnc(NC(=O)c2c(-c3ccccc3)noc2C)s1 | 1.9 | i | nt
77 | CCOC(=O)C(CCCOc1cccc(CC)c1)C(=O)OCC | -0.47 | i | i
78 | Cc1nnsc1-c1c(C(=O)Oc2ccccc2)c(C)nn1-c1ccccc1 | 0.19 | i | i
79 | COc1cccc(C(=O)N=c2sc3cc(S(C)(=O)=O)ccc3n2C)c1 | 0.1 | i | i
80 | Cc1cccc(NC(=O)/C=C/c2ccc([N+](=O)[O-])s2)c1 | 0.13 | i | i
81 | COc1ccc(C2c3[nH]c4ccccc4c3CCN2Cc2cccn2-c2ncccn2)cc1C (stereo unspecified) | 0.97 | i | i
82 | CCN(CCC#N)c1ccc(/C=N/Nc2nc(C)cc(=O)[nH]2)c(C)c1 | -1.1 | i | i
83 | O=c1c2oc3ccccc3c2ncn1Cc1ccccc1F | -0.15 | i | i
84 | CCN(CC(=O)Nc1ccc(NC(C)=O)cc1)C(=O)c1cccc(S(=O)(=O)N2CCc3ccccc3C2)c1 | -1.1 | i | i
85 | Nc1sccc1C(=O)c1ccccc1 | -1.6 | i | i
86 | CCCCSc1nc(N)c(C#N)c(-c2cccs2)c1C#N | 1.2 | i | i
87 | Cc1ccc(-n2ncc3c(=O)n(-c4ccc(C)c(C)c4)c(C)nc32)cc1 | 0.13 | i | i
88 | CCN(CC(=O)Nc1ccc(C)c(S(=O)(=O)N(C)C)c1)Cc1ccccc1 | 0 | i | i
89 | Cc1ccc(-c2nnc(CSc3nnc(COc4cccc5ccccc45)n3-c3ccccc3)o2)cc1 | 1 | i | i
90 | CN(C)S(=O)(=O)c1cccc(NC(=O)CSc2ncnc3ccccc23)c1 | 0.73 | i | i
91 | CCCn1c(C(C)NC(=O)c2ccccc2)nc2ccccc21 (stereo unspecified) | -2.2 | i | nt
92 | CC(=O)Nc1ccc(-n2nnnc2SCC(=O)NCc2cccs2)cc1 | -0.4 | i | i
93 | Cc1nc(SCC(=O)O)c2oc3ccccc3c2n1 | 0.66 | i | i
94 | COCCNC(=O)CN1C(=O)NC2(CCCCCC2)C1=O | -2.1 | i | i
95 | CCCCn1c(O)c(C=NCCCN(C)C)c(=O)[nH]c1=O | 1.1 | i | i
96 | O=C(COc1ccc([N+](=O)[O-])cc1)Nc1ccc(N2CCCC2)cc1 | -1.7 | i | i
97 | O=C1N/C(=C/c2cccn2-c2ccccc2)C(=O)N1Cc1ccccc1F | -2 | i | i
98 | CCCN1CCN(c2ncnc3c2nnn3Cc2ccccc2)CC1 | 0.29 | i | i
99 | Cc1cc(NC(=O)C2C3C(=O)N(Cc4ccc(Cl)cc4)C(C(=O)NC(C)(C)C)C34C=CC2(C)O4)no1 (stereo unspecified) | 0.87 | i | i
100 | COc1ccc(/C=C2/NC(=O)N(CC(=O)Nc3cccc(C)c3)C2=O)cc1O | 0.92 | i | i
101 | CN(Cc1ccccc1)S(=O)(=O)c1ccc(C(=O)Nc2nnc(C3CC3)o2)cc1 | 2 | i | i
102 | CSc1ccc(N/N=C(/C#N)S(=O)(=O)C(C)(C)C)cc1 | 1.5 | i | i
103 | O/N=C1\CC(O)Cc2nonc21 (stereo unspecified) | -1.4 | i | i
104 | COc1cc(OC)cc(C(=O)Nc2ccc(S(=O)(=O)Nc3cc(C)on3)cc2)c1 | -0.72 | i | i
105 | Cc1cccc(C)c1OCC(O)CNS(=O)(=O)c1ccccc1C(=O)N1CCCCC1 (stereo unspecified) | 1.3 | i | i
106 | O=C(Cn1nc(-c2ccccc2)ccc1=O)N1CCCCC1 | -0.96 | i | i
107 | Cc1cccc(C(C(=O)NCc2ccc(F)cc2)N(C(=O)c2csnn2)C2CC2)c1 (stereo unspecified) | 1.7 | i | i
108 | Cc1cc(C)nc(NC(=O)C(c2ccccc2)c2ccccc2)n1 | -2.6 | i | i
109 | Cc1cc(OCC(=O)N2CCC(O)(c3ccc(Cl)cc3)CC2)c2c(C)cc(=O)oc2c1 | -1.4 | i | i
110 | Cc1ccc(N(CC(=O)NC2CCCC2)C(=O)Cn2nnc(-c3ccccc3F)n2)cc1 | -1.2 | i | i

Some entries already given with just Kir21 inh and CHT inh.
nr	SMILES	Kir21 inh	CHT inh
95	CCCCn1c(O)c(C=NCCCN(C)C)c(=O)[nH]c1=O	1.1	i
104	COc1cc(OC)cc(C(=O)Nc2ccc(S(=O)(=O)Nc3cc(C)on3)cc2)c1	-0.72	i
93	Cc1nc(SCC(=O)O)c2oc3ccccc3c2n1	0.66	i
102	CSc1ccc(N/N=C(/C#N)S(=O)(=O)C(C)(C)C)cc1	1.5	i

Screening data: PubChem BioAssay, Johns Hopkins Ion Channel Center
